S100A4 MyoIIA: blocks human S100A4 binding to myosin IIA peptide | S100A4/TAMRA-MyoIIA peptide fluorescence polarization | hit rate 0.14% among 360,000 | P26447 | inhibition, % at 10.7 µM;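 active = mean inhibition of at least 70% across replicates, with every replicate also reaching that level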
Target sequence (P26447 whole entry, looked up): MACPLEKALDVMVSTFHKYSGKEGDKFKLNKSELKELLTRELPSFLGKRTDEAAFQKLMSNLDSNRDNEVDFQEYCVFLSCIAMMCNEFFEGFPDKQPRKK
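Test system – S100A4 monomer (human) · Compound – single-point compound testing · Schedule – 5 min incubation before reading · Probe or stimulus – TAMRA-labelled myosin IIA heavy-chain peptide probe, 5 nM · Benchmarks – neutral control DMSO, positive control TFP · Medium – Calcium-containing HEPES buffer, pH 7.2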
E-selectin induc: E-selectin induction on HUVECs | P16581 | HUVEC E-selectin immunofluorescence imaging; normalized: neutral wells 0, TNF-alpha wells 100 | hit rate 0.37% among 260,000 | activation, % at 7.58 µM;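 active = mean E-selectin-positive cell signal at least 10% of the positive control, reached in at least 60% of replicates, without over 20% cell loss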;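 note: in these data hits start at about 27%; measured in HUVEC primary endothelial cells; signal is the percent of cells scored E-selectin positive by PE staining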
Target sequence (P16581 whole entry, looked up): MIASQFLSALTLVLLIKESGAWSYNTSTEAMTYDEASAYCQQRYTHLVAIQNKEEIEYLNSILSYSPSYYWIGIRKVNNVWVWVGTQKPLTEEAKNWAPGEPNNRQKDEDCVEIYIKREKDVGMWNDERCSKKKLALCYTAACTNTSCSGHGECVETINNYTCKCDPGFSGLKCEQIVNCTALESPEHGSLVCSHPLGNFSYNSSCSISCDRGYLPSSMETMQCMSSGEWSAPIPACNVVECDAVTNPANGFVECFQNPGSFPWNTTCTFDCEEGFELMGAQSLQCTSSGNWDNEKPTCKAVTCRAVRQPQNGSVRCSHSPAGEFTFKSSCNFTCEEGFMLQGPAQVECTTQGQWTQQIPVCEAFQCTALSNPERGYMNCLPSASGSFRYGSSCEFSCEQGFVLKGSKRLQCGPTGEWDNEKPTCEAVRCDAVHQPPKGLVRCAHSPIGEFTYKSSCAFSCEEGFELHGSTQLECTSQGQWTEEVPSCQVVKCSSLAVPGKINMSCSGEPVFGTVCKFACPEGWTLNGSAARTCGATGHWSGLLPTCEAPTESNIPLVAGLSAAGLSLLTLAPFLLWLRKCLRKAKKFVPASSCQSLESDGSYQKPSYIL
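Material: HUVEC primary endothelial cells; Amount: 3,000 cells per well; Dosing: single concentration; Medium: EGM-2 growth medium on 0.1% gelatin-coated wells; Read-out basis: percent E-selectin-positive cells; Signal: immunofluorescence imaging; Control set: TNF-alpha, DMSO.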
RAD54 inh: RAD54 (human) branch migration inhibition; Q92698; RAD54 Holliday junction branch migration, FAM/BHQ fluorescence; inhibition, % at 10.4 µM; hit rate 0.14% among 360,000; AID 602329;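 active = mean normalized replicate activity at least 40 and at least half of replicates scoring 40 or more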;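 note: 0% = median of neutral control wells and 100% = median of positive control wells; inhibitors cause a drop in the FAM fluorescence signal; in these data hits start at about 50%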
ERAP1 inh: inhibitors of human ERAP1 aminopeptidase. recombinant ERAP1, Leu-AMC fluorescence, 60 min. inhibition, % at 10.7 µM. hit rate 0.15% among 340,000. Q9NZ08;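 active = mean replicate inhibition of at least 30%, or all replicates individually reaching that 30% level; inactive = mean below 30% and not every replicate reaching it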;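 note: 0% = neutral control wells and 100% = L-leucinethiol positive control wells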
ERp5 inh: ERp5 (human) disulfide isomerase inhibition | ERp5 insulin aggregation, absorbance 650 nm, 90 min | inhibition, % at 9.99 µM | hit rate 0.05% among 350,000;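 active = mean replicate inhibition above about 25%, with every replicate also reaching it, limit read from the data, passing the limit was not always enough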
esBAF inh: SWI/SNF esBAF complex inhibition; mouse ES cells, Bmi1-luciferase knock-in reporter, 24 h; 100% = twice the neutral-well signal; reporter increase, % at 12.5 µM; hit rate 2% among 350,000; AID 602393; in the data active = activation above about 40%;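 note: 0% = median of the plate's neutral control wells and 100% = double that signal; a rise in the Bmi1 reporter signal indicates esBAF inhibition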
XiGFP reactiv: activators of X-chromosome reactivation in mouse fibroblasts. XiGFP mouse fibroblasts, % GFP-positive cells imaging, 3 d; cells co-treated with 5-aza-dC sensitizer; scaled so ellipticine positive control = 100%. activation, % at 7.58 µM. hit rate 0.055% among 360,000. AID 743238;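 active = mean normalized replicate activation at least 10% and every replicate at or above 10%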;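 note: 0% = median of on-plate neutral control wells and 100% = ellipticine 6 µM median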
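Assay system: SV40-immortalized XiGFP fibroblast cells, line 68-5-11; buffer or medium: DMEM plus 5-aza-dC sensitizer; compound: one concentration, pinned; timing: compounds 3 days, fix/stain 15 min at room temperature; benchmarks: positive control ellipticine, 6 µM final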
RAD52 inh: blocks human RAD52 DNA annealing; P43351; recombinant RAD52 DNA annealing, FRET fluorescence; inhibition, % at 18.7 µM; hit rate 0.46% among 360,000; AID 651710;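 active = every replicate showing at least 50% inhibition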
Numbers without * were called inactive; · = no result given; & = joins results of further samples.

SMILES | S100A4 MyoIIA | E-selectin induc | RAD54 inh | ERAP1 inh | ERp5 inh | esBAF inh | XiGFP reactiv | RAD52 inh
O=C1O[C@@H](c2ccccc2)[C@@H](c2ccccc2)N2[C@@H](c3ccc(OCCO)cc3)[C@]3(C(=O)Nc4ccc(C#CCCO)cc43)[C@@H](C(=O)N3CCN(c4ncccn4)CC3)[C@H]12 | 7.6 | · | -0.8 | 0.9 | -1.7 | · | · | 51.9*
COc1cccc(NC(=O)Nc2ccc(Cc3ccncc3)cc2)c1 | -2.4 | · | -1.9 | 11.7 | -23.2 | · | -0.1 | 3.3
C[C@@H](NC(=O)C[C@H]1CC[C@@H]2[C@H](COc3ccc(NS(=O)(=O)c4ccc(Cl)cc4)cc3C(=O)N2C)O1)c1ccccc1 | 11.0 | 0.0 | 7.9 | -1.6 | 2.5 | 6.1 | 0.0 | 11.3
COc1ccc(CNC(=O)CSc2nnc3c(n2)[nH]c2ccccc23)cc1 | 48.8 | · | 6.5 | 1.2 | -1.6 | 1.0 | 0.2 | -10.7
CC(C)=CCN1CCN(Cc2cn[nH]c2C2CCCCC2)CC1CCO (centres undefined) | 10.5 | -0.1 | · | -0.6 | -1.3 | · | 0.0 | -12.8
COc1ccc(NC(=O)Nc2ccc3c(c2)C(=O)N([C@H](C)CO)C[C@@H](C)[C@@H](CN(C)S(=O)(=O)c2ccc(F)cc2)OCCCC[C@H](C)O3)cc1 | -2.5 | · | 0.5 | 0.8 | -1.5 | -3.8 | 0.2 | -3.2
Cc1occc1C(=O)NNC(=S)NCC(C)C | -7.6 | · | · | -0.1 | 6.3 | · | · | -15.6
Cc1ccc(Cl)cc1NC(=O)COC(=O)CCN1C(=O)C2CC=CCC2C1=O (centres undefined) | -2.1 | -0.1 | -3.4 | 0.4 | 2.1 | -1.5 | 0.0 | -11.2
Cc1ccc(C(=O)N2CCCC(CCC(=O)NCc3ccccc3F)C2)cn1 (centres undefined) | 0.5 | -0.3 | 0.5 | 1.8 | 3.7 | · | 0.0 | -5.0
COc1cccc(C2C(C(N)=O)=C(C)Nc3nc(CCCO)nn32)c1OC (centres undefined) | -57.7 | · | -3.7 | -2.9 | -6.1 | -10.2 | 0.3 | 0.3
COc1cccc(/C=N/n2c(COc3ccccc3)n[nH]c2=S)c1 | -0.5 | 5.0 | -8.6 | -0.8 | 0.5 | 0.1 | 0.1 | -12.9
C[C@@H]1CN([C@H](C)CO)C(=O)CCCn2nncc2CO[C@@H]1CN(C)C(=O)C1CC1 | -9.8&1.9 | 1.3&0.0 | -1.6&8.7 | 0.1&-0.8 | -2.0&2.1 | 4.5&-3.5 | 0.1&0.7 | -0.9&-2.3
CCN(CC)S(=O)(=O)c1cccc(NC(=O)COc2ccc(Cl)cc2Br)c1 | -3.9 | · | 2.7 | -0.2 | -1.4 | -4.4 | 0.1 | -13.6
Cc1ccc(-n2c(Cn3nc(C(F)(F)F)cc3C)n[nH]c2=S)cc1 | -0.6 | · | · | -6.3 | -7.6 | 2.0 | · | -9.8
COc1ccccc1-c1sc2cc3c(cc2c1C#CCO)OCO3 | 3.1 | 0.1 | 5.3 | -1.7 | 2.6 | 0.6 | -0.1 | -5.2
C[C@@H]1CN([C@H](C)CO)C(=O)c2cc(NC(=O)Cc3ccccc3)ccc2O[C@@H]1CN(C)Cc1ccncc1 | 8.1 | -0.1 | -9.8 | -2.3 | -2.2 | -4.2 | 0.0 | 19.8
COc1ccc(S(=O)(=O)Nc2ccc3c(c2)CC(=O)N([C@@H](C)CO)C[C@@H](C)[C@H](CN(C)S(=O)(=O)c2c(C)noc2C)O3)cc1 | 13.9 | -0.1 | 3.0 | 0.2 | 3.6 | -1.9 | -1.2 | 6.5
O=C(Nc1ccc(Nc2ccccc2)cc1)c1c(Cl)cccc1Cl | -1.3 | · | 4.1 | 0.8 | -5.5 | -0.9 | 0.3 | 17.9
Cc1ccc(-c2ccc([C@H]3[C@@H](CO)N4CCCCN(S(=O)(=O)c5ccccc5C)C[C@@H]34)cc2)cc1 | -0.3 | -0.2 | -0.5 | -2.4 | -7.1 | 1.0 | 0.0 | -3.3
Cc1ccc(C)c(S(=O)(=O)N2CCCOC2CNC(=O)C(=O)NC2CCCCC2)c1 (centres undefined) | -3.3 | · | -1.5 | 4.0 | -1.5 | 51.3* | 0.4 | -19.0
COc1cccc2cc(C(=O)NCCN3CCOCC3)oc12 | 4.8 | 0.4 | -5.1 | -1.8 | 3.6 | -2.7 | 0.0 | 1.8
CC(C)CCN1C(=O)c2ccc(C(=O)Nc3ccc(Br)cc3C(=O)O)cc2C1=O | -0.2 | 0.1 | 0.9 | -0.1 | 1.0 | -4.5 | 0.0 | -3.6
CCOc1ccc(NC(=O)CN(C)C(=O)c2ccc3c(c2)C(=O)N(CCC(C)C)C3=O)cc1OCC | 0.5 | 0.1 | -8.7 | -0.4 | 9.4 | · | 0.2 | -6.2
O=C(NCCC1CCCCN1S(=O)(=O)c1ccc(Cl)cc1)C(=O)NCCN1CCOCC1 (centres undefined) | -3.6 | 1.7 | 7.1 | -2.1 | 1.1 | -2.5 | -0.1 | -22.3
C[C@@H]1CN([C@H](C)CO)C(=O)c2cc(-c3ccccc3F)cnc2O[C@@H]1CN(C)Cc1ccccc1 | 6.3 | 0.8 | 3.4 | -1.1 | 4.2 | 0.3 | 0.1 | 1.2

Some of the entries so far, with values under each structure.
Every second line gives: S100A4 MyoIIA | E-selectin induc | RAD54 inh | ERAP1 inh | ERp5 inh | esBAF inh | XiGFP reactiv | RAD52 inh
COc1cccc(/C=N/n2c(COc3ccccc3)n[nH]c2=S)c1
 : -0.5 | 5.0 | -8.6 | -0.8 | 0.5 | 0.1 | 0.1 | -12.9
C[C@@H]1CN([C@H](C)CO)C(=O)CCCn2nncc2CO[C@@H]1CN(C)C(=O)C1CC1
 : -9.8&1.9 | 1.3&0.0 | -1.6&8.7 | 0.1&-0.8 | -2.0&2.1 | 4.5&-3.5 | 0.1&0.7 | -0.9&-2.3
CCN(CC)S(=O)(=O)c1cccc(NC(=O)COc2ccc(Cl)cc2Br)c1
 : -3.9 | · | 2.7 | -0.2 | -1.4 | -4.4 | 0.1 | -13.6
Cc1ccc(-n2c(Cn3nc(C(F)(F)F)cc3C)n[nH]c2=S)cc1
 : -0.6 | · | · | -6.3 | -7.6 | 2.0 | · | -9.8

Next part.
SMILES | S100A4 MyoIIA | E-selectin induc | RAD54 inh | ERAP1 inh | ERp5 inh | esBAF inh | XiGFP reactiv | RAD52 inh
CCCNC(=O)C1(C)CCCN(C(=O)c2ccccc2OC)C1 (centres undefined) | -6.4 | -0.9 | 8.6 | 0.9 | 2.5 | -7.3 | 0.1 | -30.3
COc1ccc(OCCn2c(C)nc3ccccc32)cc1 | -1.5 | -0.1 | -9.6 | -4.2 | 1.7 | -5.3 | 0.1 | -5.8
Cc1ccc(S(=O)(=O)N(C)C[C@H]2Oc3ccc(NC(=O)C4CC4)cc3C(=O)N([C@@H](C)CO)C[C@@H]2C)cc1 | -13.2 | 27.7 | 4.9 | -0.7 | -4.6 | -1.0 | -1.3 | 1.7
CCc1cccc2c(C(=O)C(F)(F)F)cn(CC(=O)N3CCOCC3)c12 | 32.9 | · | · | -1.6 | 2.1 | · | 0.0 | -7.5
Nc1c(C(=O)CSc2nnnn2-c2ccccc2)c(=O)[nH]c(=O)n1C1CC1 | -18.6 | -0.1 | -2.8 | -1.5 | -6.0 | -2.9 | 0.1 | -19.3
O=[N+]([O-])c1cccc(S(=O)(=O)N2CCc3ccccc3C2)c1 | 2.0 | · | -0.7 | 3.2 | -0.7 | -4.7 | 0.1 | -20.4
CC1(C(=O)NS(=O)(=O)c2cccs2)CCN1C(=O)C1(c2ccc(Cl)cc2)CCC1 (centres undefined) | -1.1 | -0.2 | -6.9 | 2.0 | -1.3 | 3.7 | -0.1 | -9.1
C=CCNC(=O)CC1C(=O)NCCN1Cc1ccc(-c2ccccc2)cc1 (centres undefined) | -1.7 | 0.7 | · | -4.0 | -2.8 | · | 0.3 | -7.8
CCCC(=O)Nc1ccc2c(c1)C(=O)N(C)C[C@H](OC)[C@H](C)CN(Cc1ccccn1)[C@@H](C)CO2 | 4.0 | -0.4 | -3.1 | -1.0 | 7.4 | 0.4 | 0.1 | 5.0
CCOC(=O)CC(NC(=O)C1c2ccccc2Oc2ccccc21)c1ccccc1Cl (centres undefined) | 0.6 | · | · | 3.5 | -1.1 | · | 0.0 | -7.8
Cc1noc(C)c1S(=O)(=O)Nc1ccc2c(c1)CC(=O)N([C@@H](C)CO)C[C@H](C)[C@@H](CN(C)Cc1ccc(C(F)(F)F)cc1)O2 | -4.0 | -7.7 | 1.3 | 0.3 | 6.6 | 3.5 | 0.3 | -8.2
COc1ccc(C(=O)NCC(=O)OCC(=O)c2ccc(Cl)cc2)cc1OC | 0.3 | 3.5 | -2.4 | 1.5 | 3.6 | -17.2 | 0.1 | -11.5
CCOC(=O)c1ccc(NC(=S)N2CCCC(C)C2)cc1 (centres undefined) | -5.5 | · | 3.6 | 0.8 | -5.8 | 31.6 | 0.0 | -16.0
C[C@@H]1CCCCO[C@H](CN(C)Cc2ccccc2)[C@@H](C)CN([C@H](C)CO)C(=O)c2cc(NC(=O)CCCN(C)C)ccc2O1 | -16.8 | 0.0 | -2.4 | -1.3 | -5.0 | 0.5 | 0.1 | 5.2
CCN(CC)CCCNC(=O)Cn1ncc2c(=O)oc3ccc(C)cc3c21 | 69.9 | -2.1 | -3.8 | 5.3 | -2.5 | -8.0 | -0.1 | 2.0
COc1ccccc1/C=C/C(=O)NCc1ccccn1 | 0.4 | -1.1 | · | 11.4 | -2.2 | · | 0.0 | -6.9
COc1cc(NC(=O)C[n+]2ccc(C(=O)c3ccccc3)cc2)cc(OC)c1 | 14.5 | -0.2 | 4.3 | 3.2 | -7.3 | -1.4 | 0.1 | 5.2
CC(C)CC(=O)Nc1cc([N+](=O)[O-])ccc1Cl | -5.2 | · | -5.1 | -0.9 | 1.3 | 0.9 | · | -15.8
C[C@H](CO)N1C[C@H](C)[C@H](CN(C)Cc2ccc3c(c2)OCO3)Oc2ccc(NS(=O)(=O)c3ccccc3)cc2CC1=O | -4.3 | -0.1 | -0.4 | -4.6 | -0.4 | 0.1 | 0.0 | 5.6
O=C(N/C(=C\c1ccco1)C(=O)N1CCOCC1)c1ccc([N+](=O)[O-])cc1 | -2.3 | · | 2.2 | 0.3 | 0.8 | -2.2 | 0.2 | -8.2
CCC(=O)N(C)C[C@H]1Oc2ncc(-c3cccc(OC)c3)cc2C(=O)N([C@@H](C)CO)C[C@H]1C | 3.3 | 0.1 | -0.1 | 0.8 | -1.5 | -4.8 | 0.3 | 10.9
Cc1nc2ccccc2c(=O)n1/N=C/c1cn[nH]c1-c1ccccc1 | 2.7 | · | -0.6 | · | -7.2 | · | 0.0 | -19.7
O=C(C[C@H]1C=C[C@H](NC(=O)CN2CCOCC2)[C@H](CO)O1)NC1CCCCC1 | -0.4 | -0.1 | 3.9 | -2.1 | 1.2 | 7.9 | 0.0 | -25.2
CC12CC(NC(=O)N1c1cccc(C(=O)NCc3ccccn3)c1)c1ccccc1O2 (centres undefined) | 0.4 | 0.2 | -4.4 | -2.1 | 3.8 | -3.9 | 0.0 | -2.5
CN1C(=O)c2cc(NC(=O)c3cccc(F)c3)ccc2OC[C@@H]2O[C@H](CC(=O)NC3CCC3)CC[C@H]21 | · | 0.1&0.1 | -2.6&6.2 | · | · | -8.5&-2.4 | 0.2&0.0 | ·

Source: PubChem BioAssay (Broad Institute)
